NCOA3 inh = inhibitors of human steroid receptor coactivator 3 (SRC3). actives 0.17% (n = 360,000). HEK293 GAL4-SRC3 luciferase reporter, luminescence. Q9Y6Q9. inhibition, % at 3.6 µM;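 active means inhibition above a per-campaign cutoff, the mean of all compounds plus 3 SD, cut at about 60% in these data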;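 further: 0% = DMSO-treated cells and 100% = gossypol-treated cells at 36 µM; higher means less SRC3-driven luciferase light from the GAL4 reporter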
SRC2 inh = human SRC2 (NCOA2) inhibition; Q15596; HEK293 GAL4-SRC2 luciferase reporter, luminescence; inhibition, % at 9 µM; actives 0.17% (n = 370,000); AID 651957;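 active means inhibition above the mean inhibition of all tested compounds plus 3 SD, set per campaign, cut at about 52% in these data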;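 further: 0% = DMSO treated cells and 100% = cells given Gossypol at 36 µM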
MC4R antagonist = human MC4R antagonism in cAMP assay | MC4R-expressing cells, MTII-stimulated cAMP, LANCE TR-FRET | actives 0.48% (n = 360,000) | inhibition, % at 6.5 µM;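 active means inhibition above its plate's cutoff, the mean of tested wells on that plate plus 3 SD, cut at about 29% in these data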;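 further: 0% = Melanotan II alone and 100% = Melanotan II plus saturating MCL0020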
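System – human MC4R-expressing U2OS cells · Also added – Melanotan II · Dosing – one concentration, 6.5 µM nominal · Timing – 30-min compound, 1-h challenge, 1-h detection, room temperature · Measured by – Eu-cAMP/anti-cAMP TR-FRET, emission 671 nm · Replicates – singlicate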
NOD2 RIPK2 PPI = inhibitors of human NOD2-RIPK2 interaction; inhibition, % at 4.98 µM; CHO BLA complementation NOD2-RIPK2, CCF4 ratio; O43353; AID 624267; actives 0.38% (n = 360,000); in the data active means inhibition above about 21%;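 further: 0% = vehicle only and 100% = reference blocker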
LMP1 NFkB inh = inhibitors of Epstein-Barr LMP1-induced NF-kappaB reporter; LMP1-induced NF-kappaB luciferase reporter cells, luminescence; inhibition, % at 12.5 µM; actives 0.69% (n = 350,000); in the data active means inhibition above about 41%;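 further: 0% = neutral control wells and 100% = reference inhibitor control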
TLR9-MyD88 block = TLR9-MyD88 interaction inhibition. Q9NR96+Q99836. CHO BLA complementation TLR9-MyD88, CCF4 FRET ratio. inhibition, % at 4.98 µM. actives 0.21% (n = 340,000). AID 504734;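 active means inhibition above the mean over all tested compounds plus 3 SD, cut at about 21% in these data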;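 further: 0% = DMSO only wells and 100% = clavulanate BLA inhibitor control wells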
Target sequence (Q99836 whole entry, looked up): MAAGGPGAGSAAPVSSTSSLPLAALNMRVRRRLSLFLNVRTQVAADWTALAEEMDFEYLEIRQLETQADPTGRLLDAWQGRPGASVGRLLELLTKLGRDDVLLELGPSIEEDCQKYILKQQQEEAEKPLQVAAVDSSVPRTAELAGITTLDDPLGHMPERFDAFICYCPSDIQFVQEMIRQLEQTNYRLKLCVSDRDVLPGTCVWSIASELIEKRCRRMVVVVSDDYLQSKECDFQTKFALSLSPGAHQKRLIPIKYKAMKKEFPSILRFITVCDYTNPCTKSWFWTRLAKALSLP
Target sequence (Q9NR96 whole entry, looked up): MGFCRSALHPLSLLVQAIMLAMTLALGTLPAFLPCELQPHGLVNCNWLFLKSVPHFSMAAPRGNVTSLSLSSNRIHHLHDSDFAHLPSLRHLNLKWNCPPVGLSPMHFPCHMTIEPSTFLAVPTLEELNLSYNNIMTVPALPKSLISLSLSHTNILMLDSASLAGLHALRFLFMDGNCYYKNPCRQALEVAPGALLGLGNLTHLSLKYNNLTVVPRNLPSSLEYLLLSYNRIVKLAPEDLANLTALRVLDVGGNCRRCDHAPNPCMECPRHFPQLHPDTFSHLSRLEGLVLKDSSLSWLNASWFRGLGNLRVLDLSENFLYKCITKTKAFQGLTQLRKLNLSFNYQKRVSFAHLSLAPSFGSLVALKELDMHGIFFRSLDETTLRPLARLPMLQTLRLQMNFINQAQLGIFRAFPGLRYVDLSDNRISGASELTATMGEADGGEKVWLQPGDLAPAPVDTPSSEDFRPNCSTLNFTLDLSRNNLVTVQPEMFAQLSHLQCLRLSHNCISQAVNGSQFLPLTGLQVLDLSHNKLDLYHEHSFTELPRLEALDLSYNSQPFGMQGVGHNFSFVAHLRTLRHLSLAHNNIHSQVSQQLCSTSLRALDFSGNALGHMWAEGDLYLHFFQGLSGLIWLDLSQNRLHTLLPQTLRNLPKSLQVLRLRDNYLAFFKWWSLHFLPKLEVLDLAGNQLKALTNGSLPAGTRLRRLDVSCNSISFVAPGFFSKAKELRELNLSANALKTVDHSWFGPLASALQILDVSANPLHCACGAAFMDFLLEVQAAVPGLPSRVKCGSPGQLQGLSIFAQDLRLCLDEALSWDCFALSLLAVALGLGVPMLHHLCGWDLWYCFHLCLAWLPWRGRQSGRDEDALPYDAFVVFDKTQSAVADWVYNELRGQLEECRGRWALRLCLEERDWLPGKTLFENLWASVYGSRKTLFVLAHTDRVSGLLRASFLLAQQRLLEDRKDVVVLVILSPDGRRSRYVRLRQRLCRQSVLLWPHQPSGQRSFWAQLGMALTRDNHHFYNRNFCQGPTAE
NR2F2 inh = NR2F2 (human) inhibition, primary screen. P24468. HEK293T NGFI-A luciferase reporter, luminescence. inhibition, % at 8.6 µM. actives 0.7% (n = 370,000). AID 686940;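 active means inhibition above a per-plate cutoff, mean inhibition of test wells between control levels plus 3 SD, cut at about 38% in these data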;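 further: cells cotransfected with COUP-TFII expression vector driving the NGFI-A reporter; 0% = median of COUP-TF2 test wells and 100% = reporter-only cells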
ABHD5-PLIN5 inh = blocks binding of human ABHD5 to perilipin-5. actives 0.78% (n = 360,000). Q00G26+Q8WTS1. inhibition, % at 4 µM. Split G. princeps luciferase complementation, luminescence, 4 h;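 active means inhibition above the mean inhibition across every tested compound plus 3 SD, cut at about 22% in these data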;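 further: 0% = DMSO only wells and the 100% control is not disclosed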
LRH-1 inv ag = inverse agonists of human LRH-1 (NR5A2). O00482. inhibition, % at 3.6 µM. HEK293T StAR-luciferase reporter, LRH-1 transfected, 24 h. actives 0.13% (n = 360,000). AID 602396;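 active means inhibition above the mean inhibition of all tested compounds plus 3 SD, cut at about 73% in these data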;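 further: 0% = DMSO wells and 100% = reporter-only cells lacking LRH-1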
MC4R ag barr = agonists of human melanocortin 4 receptor (MC4R) beta-arrestin; P32245; U2OS MC4R beta-arrestin complementation, luminescence; percent of melanotan II response, DMSO zero; activation, % at 8.9 µM; actives 0.98% (n = 360,000);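 active means activation above a per-plate cutoff, the mean activation of sample wells on that plate plus 3 SD, cut at about 8% in these data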
SRC1 inh = inhibitors of human steroid receptor coactivator 1 (SRC1); HEK293 GAL4-SRC1 luciferase reporter, luminescence; actives 0.12% (n = 360,000); inhibition, % at 3.6 µM; AID 588354;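 active means inhibition above the campaign mean plus 3 SD, with each screening campaign given its own cutoff, cut at about 60% in these data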;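 further: 0% = DMSO treated cells and 100% = gossypol at 36 µM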
Active calls of the source: *; . = no result given.

NCOA3 inh	SRC2 inh	MC4R antagonist	NOD2 RIPK2 PPI	LMP1 NFkB inh	TLR9-MyD88 block	NR2F2 inh	ABHD5-PLIN5 inh	LRH-1 inv ag	MC4R ag barr	SRC1 inh	canonical_smiles
-21	-14	0	11	-3	-3	-7	7	-5	-2.1	-4	CN1C(C)(C)CC(=NO)CC1(C)C
19	-1	13	-5	-6	-4	-5	3	2	-3.2	10	CCOC(=O)c1[nH]ncc1CN1CCN(Cc2ccccc2)C(CCO)C1 (configuration not stated)
15	-37	0	-18	-6	-3	13	5	23	1.9	5	O=C(c1ccc(=O)[nH]c1)N1CCN(S(=O)(=O)c2cc(C(F)(F)F)ccc2Cl)CC1
9	1	2	-11	2	-2	4	-5	-1	-0.5	-11	O=C(CCCn1c(SCC(=O)NCC2CCCO2)nc2ccccc2c1=O)NCC1CCCO1 (configuration not stated)
-22	-2	3	0	-5	-1	0	-4	-4	-1.4	-17	CCc1ccccc1NC(=O)c1cc(-c2ccc3c(c2)OCO3)on1
1	-43	6	-14	-2	-4	-10	2	-5	-1.5	-24	CC(NC(=O)c1cccc(F)c1)C(c1cccs1)N1CCN(C)CC1 (configuration not stated)
11	-15	-6	-7	-5	2	-3	-1	34	-0.1	-17	COc1ccccc1S(=O)(=O)N(C)C[C@H]1Oc2ncc(Br)cc2C(=O)N([C@H](C)CO)C[C@H]1C
-1	-9	6	6	.	.	9	2	-6	2.0	-4	O=C(NC1CCCCC1)c1cccc2c(-c3ccc(F)c(F)c3)coc12
14	-20	.	0	.	.	-14	9	5	.	7	CNS(=O)(=O)c1ccc(CNC[C@H]2O[C@@H](n3cnc4c(=O)[nH]c(N)nc43)[C@H](O)[C@@H]2O)cc1
-38	-21	22	0	-17	-7	2	2	-40	-0.7	-40	O=C(CSc1ccccn1)Nc1ccc2c(c1)oc1ccccc12
6	-37	-8	-4	16	8	20	17	8	-2.1	18	O=C(O)c1ccccc1NC(c1ccccc1)c1ccc2cccnc2c1O (configuration not stated)
-6	-19	0	-4	-6	3	3	2	7	1.6	10	O=C(Cn1cnc2cc([N+](=O)[O-])ccc2c1=O)Nc1ccc(N2CCOCC2)cc1
4	-20	11	5	-5	-10	-4	-2	-19	-0.8	9	Cc1c(C#N)c2n(c1C)CCCC(=O)N2
3	-10	7	-5	-1	-4	-10	2	5	-2.3	3	CC1(C)CC(CC(=O)Nc2ccc([N+](=O)[O-])cc2)C(=O)O1 (configuration not stated)
.	-2	.	-5	.	.	-2	-12	-26	.	.	Cc1ccc(Cc2nc3ccccc3n2C(CCc2ccccc2)c2nc3ccccc3[nH]2)cc1 (configuration not stated)
-3	-2	.	1	.	.	-3	-4	-16	.	17	CCOC1=C2[C@@H](CN(S(=O)(=O)c3ccccc3C)[C@H]2c2ccc(Cl)cc2)[C@H]2C(=O)N(c3ccccc3)C(=O)[C@H]2C1
6	-27	-2	4	-1	1	-5	3	-11	3.8	-48	Cc1cccc(NC(=O)/C(C#N)=C/c2ccc(Sc3ccccc3)o2)c1C
-3	-12	-1	7	-2	-5	1	-8	8	7.4	11	C/C=C(/C(=C/C)c1ccc(O)cc1)c1ccc(O)cc1
16	-4	5	4	-7	-1	8	-1	-14	0.4	16	Cc1ccc(CN2C(=O)CCC2C(=O)N2CCN(c3ccccc3)CC2)cc1 (configuration not stated)
-14	4	7	-9	0	-1	10	-5	-4	0.1	-22	CCOc1ccc(CCN2C(=O)CCC2(C)C(=O)NC(C)CC)cc1OCC (configuration not stated)
13	-21	4	0	1	-10	3	3	14	-0.2	-24	O=C(N/N=C/c1ccco1)c1cc([N+](=O)[O-])cc([N+](=O)[O-])c1
18	-5	-9	-20	.	-8	0	-6	7	-0.5	22	COc1cc(/C=C2\NC(=O)NC2=O)cc(Br)c1OC
9	2	9	-3	-1	1	15	-1	-5	1.2	-12	Cc1cc(NC(=O)CSc2nnc(NCc3ccccc3)s2)no1
-2	27	-3	-6	-2	-12	-29	5	0	-0.4	-2	O=C(NCCC(=O)N1CCN(S(=O)(=O)c2ccccc2F)CC1)Nc1ccccc1
-98	-53	3	-13	.	1	-40	-10	-60	-2.3	-85	Cc1ccc(-c2cn(-c3ccccc3F)c(=S)[nH]2)cc1

Continued; the last three above are carried over.
NCOA3 inh	SRC2 inh	MC4R antagonist	NOD2 RIPK2 PPI	LMP1 NFkB inh	TLR9-MyD88 block	NR2F2 inh	ABHD5-PLIN5 inh	LRH-1 inv ag	MC4R ag barr	SRC1 inh	canonical_smiles
9	2	9	-3	-1	1	15	-1	-5	1.2	-12	Cc1cc(NC(=O)CSc2nnc(NCc3ccccc3)s2)no1
-2	27	-3	-6	-2	-12	-29	5	0	-0.4	-2	O=C(NCCC(=O)N1CCN(S(=O)(=O)c2ccccc2F)CC1)Nc1ccccc1
-98	-53	3	-13	.	1	-40	-10	-60	-2.3	-85	Cc1ccc(-c2cn(-c3ccccc3F)c(=S)[nH]2)cc1
-31	-15	-4	-9	-15	.	-9	-7	-57	0.7	-46	CC(C)Oc1ccc(CSc2ncn[nH]2)cc1
14	13	1	-4	3	6	6	-1	15	-1.4	-4	Cc1ccccc1NC(=O)COC(=O)CCSc1ccccc1
0	-7	6	-7	-10	2	-5	-1	9	0.7	7	COC(=O)CNc1cc(S(=O)(=O)N2CCCCC2)ccc1Oc1cccc(C)c1
-9	-1	-4	-8	6	1	-8	-3	-9	-1.5	-63	CC(C)CN(C(=O)CSc1nnnn1C)C1CCS(=O)(=O)C1 (configuration not stated)
15	-7	18	3	.	.	4	-2	-9	1.9	-3	COc1ccccc1-c1noc(CCCC(=O)N2CCOCC2)n1
-31	0	9	-3	-5	-9	-5	0	7	-2.7	6	COc1ccc(S(=O)(=O)Nc2ccccn2)c(C)c1C
8	-2	6	9	-4	7	-5	2	2	-3.5	-9	CCOC(=O)c1cc(=O)c2c([N+](=O)[O-])ccc(OC)c2o1
10	2	11	2	0	2	12	3	19	-0.7	6	CCOC(=O)CCCSc1nnc(CCCCCN2C(=O)c3cccc4cccc(c34)C2=O)o1
-74	-66	3	4	-8	6	-26	-1	-121	-3.2	-116	COc1ccc(C(=O)/C(=C/N(C)C)S(=O)(=O)c2ccccc2)cc1
10	-53	-9	-4	-2	6	-6	5	6	1.1	24	Cc1coc2cc3oc(=O)c(CCC(=O)NCC(=O)O)c(C)c3cc12
-4	-23	0	-2	2	-5	-7	-9	3	-3.0	-4	CN(C(=O)COC(=O)C1CSC2(C)CCC(=O)N12)c1ccccc1 (configuration not stated)
-9	-17	8	3	-15	0	3	-4	10	-1.4	-14	Brc1ccc(-c2nc3c4ccccc4ccn3c2Cc2ccccc2)cc1
-2	-19	-5	-13	-1	-1	-6	-10	11	-1.6	-2	CC1CC(C)CN(C(=O)c2ccc3c(c2)OCCO3)C1 (configuration not stated)
11	1	-3	1	-8	-4	7	-4	-14	1.3	16	Cc1c(NS(=O)(=O)c2cccs2)c(=O)n(-c2ccccc2)n1C
16	-20	-6	-6	-5	3	-15	9	-21	-0.3	3	O=Cc1c[nH]c2ccc(NC(=O)OCc3ccccc3)cc12
.	17	.	-8	.	.	65*	4	58	.	.	Nc1nc2ccccc2cc1C(=O)NCc1ccc(-c2ccccc2)cc1
26	-9	18	-9	-7	-5	8	-10	-3	0.0	15	Cc1nc2cc(NC(=O)N3CCCC3)ccc2n1C
-11	-7	9	-2	-2	-11	-15	6	8	-2.4	6	Nc1c(N(CCO)C(=O)c2ccccc2OCc2ccccc2Cl)c(=O)[nH]c(=O)n1Cc1ccccc1
9	13	8	-6	10	0	13	-2	4	-1.2	-7	COCC(C)n1c(SCc2ccc(OC)c(F)c2)nc2ccccc2c1=O (configuration not stated)
-13	-7	17	4	0	-4	-6	9	-1	0.8	8	NCCC(=O)N1c2ccccc2Sc2ccc(Cl)cc21
-86	-51	0	7	-31	4	-60	7	-113	-1.2	-96	Clc1nccnc1N/N=C/c1ccc(Br)cc1
1	4	2	2	.	2	12	-4	-1	-0.8	2	CN(C)N1C(N)=C(C#N)C(c2ccc(Cl)cc2)C2=C1CCCC2=O (configuration not stated)
-60	-28	-3	7	.	.	-38	-6	-97	-2.8	-75	O=C(Nc1ccccc1F)c1ccc2sc([C@H]3C[C@H](O)[C@@H](CO)O3)nc2c1

By substructure, the compounds so far containing two or more sulfur atoms (3)
NCOA3 inh	SRC2 inh	MC4R antagonist	NOD2 RIPK2 PPI	LMP1 NFkB inh	TLR9-MyD88 block	NR2F2 inh	ABHD5-PLIN5 inh	LRH-1 inv ag	MC4R ag barr	SRC1 inh	canonical_smiles
9	2	9	-3	-1	1	15	-1	-5	1.2	-12	Cc1cc(NC(=O)CSc2nnc(NCc3ccccc3)s2)no1
-9	-1	-4	-8	6	1	-8	-3	-9	-1.5	-63	CC(C)CN(C(=O)CSc1nnnn1C)C1CCS(=O)(=O)C1 (configuration not stated)
11	1	-3	1	-8	-4	7	-4	-14	1.3	16	Cc1c(NS(=O)(=O)c2cccs2)c(=O)n(-c2ccccc2)n1C

Not all compounds are listed; the hit share may differ from the screen's.
